Compound activity from PubChem BioAssay.
TDP43 rescue – TDP-43 toxicity inhibition in yeast; hit rate 1.8% among 410,000; TDP-43 expressing yeast growth rescue, BacTiter-Glo, 24 h; Potency, µM (series often up to 46.1 µM), inactives show at the top dose growth rescue (activation), most hits filed as activators; note: % of control where 0% means no effect; nearly all actives have a fitted effect of over 50% in size
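Growth rescue of TDP-43-toxic yeast measured as ATP luminescence (BacTiter-Glo). Cells grown to mid-log in raffinose, induced in galactose at OD600=0.02, exposed to compound 24 hr at 30 deg C.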
HT1080-NT tox – kills 2HG-producing HT-1080-NT fibrosarcoma cells | Potency, µM (titrated, usually from 46.1 µM), for the others: at the highest dose activity, negative = less viability, actives largely listed as cytotoxic | hit rate 1.6% among 360,000 | HT-1080-NT fibrosarcoma viability, CellTiter-Glo ATP luminescence, 48 h | AID 686970;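 note: NT is the 2HG producing partner of a matched IDH1 knockdown line; 0% = DMSO-treated cells and -100% = media-only wells without cells; nearly all actives have a fitted effect of over 55% in size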
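Luminescent CellTiter-Glo readout after 48 hours of compound exposure at 37 degrees C defined viability of HT-1080-NT cells. Activity was normalized to DMSO wells and cell-free media wells; concentration-response curves were fitted and assigned curve classes.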
KB-V1 cytotox – kills drug-selected multidrug resistant KB-V1 cells; Potency, µM (doses to about 46.1 µM), for the others: at the highest dose activity change, negative = cytotoxicity, usual class: cytotoxic; KB-V1 MDR cells viability, CellTiter-Glo, 72 h; hit rate 3.4% among 400,000; note: % is set by controls: 0 for no effect and ±100 for the full control effect; nearly all actives have a fitted effect of over 60% in size
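Luminescent ATP read-out (CellTiter-Glo, 10 min) measures survival of drug-selected KB-V1 MDR cells after 72 h, 37 degrees C compound exposure. Medium: phenol-red-free DMEM, 10% FBS. Values from fitted concentration-response curves.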
HEK293 tox – cytotoxicity in counter-screen for GLP-1R inverse agonists; hit rate 0.13% among 410,000; HEK293 cAMP-luciferase reporter cells, luminescence, 24 h; Potency, µM (doses to about 38.3 µM), without a hit: at the top dose activity change, negative = inhibition, actives largely listed as inhibitors;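 note: loss of luciferase light is scored as toxicity; % is set by controls: 0 for no effect and ±100 for the full control effect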
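A 23 nL compound transfer followed 12 hours of cell culture at 37 deg C; exposure then lasted 24 hr. Luciferase assay detection reagent was dispensed and plates read for luminescence after a 12 min room-temperature wait.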
KB-3-1 cytotox – KB-3-1 parental cell cytotoxicity | KB-3-1 viability, CellTiter-Glo ATP luminescence, 72 h | hit rate 1.4% among 400,000 | Potency, µM (top dose mostly 46.1 µM), for inactives: at the highest dose activity change, negative = cytotoxic, actives largely listed as cytotoxic; note: % is set by controls: 0 for no effect and ±100 for the full control effect; nearly all actives have a fitted effect of over 60% in size
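Parental KB-3-1 adenocarcinoma cells in phenol-red-free DMEM with 10% FBS were pin-treated with compounds at several concentrations, incubated 72 h at 37 °C, and viability read by CellTiter-Glo luminescence; concentration-effect curves were fitted after normalization.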
HT1080 IDH1KD tx – HT-1080 IDH1 knockdown cell toxicity (counter line) | HT-1080 IDH1 knockdown viability, ATP luminescence, 48 h | Potency, µM (highest dose often 46.1 µM), without a hit: at the highest dose activity, negative = toxicity, most hits filed as cytotoxic | hit rate 2% among 360,000 | AID 686971;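 note: 0% = DMSO wells and -100% = cell-free medium wells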
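In this qHTS, HT-1080 cells depleted of IDH1 are exposed for 48 h at 37 °C to compound titrations. Toxicity is scored from CellTiter-Glo luminescence, with DMSO as full viability and medium alone as none.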
GLP1R inv ag – GLP-1 receptor (human) inverse agonism; AID 624417; hit rate 1.6% among 410,000; Potency, µM (top dose mostly 38.3 µM), for the others: at the highest dose activity change, negative = inhibition, usual class: inhibitors; HEK293 GLP-1R CRE-luciferase, luminescence, 24 h; GLP-1R form is constitutively active; P43220; note: % is set by controls: 0 for no effect and ±100 for the full control effect; nearly all actives have a fitted effect of over 55% in size
Target sequence (P43220 whole entry, looked up): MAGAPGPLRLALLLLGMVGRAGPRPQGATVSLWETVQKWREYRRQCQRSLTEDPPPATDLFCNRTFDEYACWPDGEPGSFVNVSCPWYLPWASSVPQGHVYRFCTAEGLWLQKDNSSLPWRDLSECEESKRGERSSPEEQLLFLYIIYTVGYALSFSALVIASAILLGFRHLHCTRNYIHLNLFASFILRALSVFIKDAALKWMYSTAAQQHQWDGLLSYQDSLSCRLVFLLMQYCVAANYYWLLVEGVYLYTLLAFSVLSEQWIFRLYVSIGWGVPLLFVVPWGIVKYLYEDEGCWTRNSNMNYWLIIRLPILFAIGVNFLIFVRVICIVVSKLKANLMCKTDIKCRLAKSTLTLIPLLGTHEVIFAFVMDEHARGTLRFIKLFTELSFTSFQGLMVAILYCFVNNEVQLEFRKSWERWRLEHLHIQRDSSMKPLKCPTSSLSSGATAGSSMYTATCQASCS
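qHTS in 1536-well format: reporter HEK293 cells expressing constitutive GLP-1R activity in DMEM + 10% Nu serum, 24 hr with compounds at 37 deg C, luminescence read after 12 min with detection reagent.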
GLP1R ag – activates the human GLP-1 receptor; Potency, µM (doses to about 45.6 µM), for the others: at the highest dose activation, usual class: activators; HEK293 GLP-1R CRE-luciferase, luminescence, 4-6 h; cells express a hypersensitive GLP-1R form; P43220; AID 624172; hit rate 0.007% among 380,000; note: % of control where 0% means no effect
SW480 rerep – induces DNA re-replication in SW480 colon adenocarcinoma cells; SW480 DNA re-replication, Hoechst DNA content imaging, 48 h; Potency, µM (highest dose often 46.1 µM), without a hit: top-dose re-replication activation, usual class: activators; hit rate 1.8% among 340,000; note: % of control where 0% means no effect; nearly all actives have a fitted effect of over 55% in size
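Quantitative HTS format with DMSO vehicle controls; 48 hr drug incubation at 37 C, then 40 min Hoechst staining and scanning imager measurement at 405 nm excitation.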
Active calls of the source: *; ? = inconclusive; . = no result given; [ ] = another dose, or the depositor's remark. Calls come from the whole dose curve; as a rule, active = well fitted curve in the direction sought with a large enough effect; inconclusive = small, poorly fitted or top-dose-only effect, or another doubt; inactive = no such curve, though single readings can be large; an effect the other way counts as inactive or inconclusive. Potency is the fitted concentration of half-maximal effect. Rows are unselected (roughly 9.4% active in at least one column).

SMILES | TDP43 rescue | HT1080-NT tox | KB-V1 cytotox | HEK293 tox | KB-3-1 cytotox | HT1080 IDH1KD tx | GLP1R inv ag | GLP1R ag | SW480 rerep
C/C(=N\N1CCN(Cc2ccccc2)CC1)c1ccco1 | -5% | 16% | 0% | 5% | -6% | 11% | 6% | 2% | ?
Nc1nnc(CSCc2ccc(F)cc2)s1 | 3% | 6% | 6% | -8% | 2% | 7% | 3% | 5% | -1%
COc1ccccc1NC(=O)COC(=O)CCc1ccc(S(=O)(=O)N2CCOCC2)cc1 | 8% | 0% | ? | -7% | 25% | 10% | -1% | 4% | -20%
O=C(CNC(=O)OCc1ccccc1)NC1CCCCNC1=O (stereo not given) | -17% | 4% | 5% | -6% | 5% | 21% | 11% | -1% | 10%
CCCCc1c(O)nc(SCC(=O)c2ccccc2)n(-c2ccccc2OC)c1=O | 12% | 6% | -25% | 0% | 9% | 18% | -8% | 8% | ?
COc1ccccc1C(=O)N1C(CC(=O)Nc2ccccc2C)C(=O)NC2CCCCC21 (stereo not given) | 9% | 14% | 22% | -4% | -1% | 12% | 11% | -2% | 28%
CC(NC(=O)C1CCCCC1)C(c1cccs1)N1CCN(C)CC1 (stereo not given) | 1% | -3% | -12% | 3% | -5% | 0% | -5% | 8% | -6%
C=C(C)C1CC=C(C)/C(=N\NC(=O)CNc2ccccc2OC)C1 (stereo not given) | 17% | 9% | -2% | -2% | -11% | 11% | ? | -3% | -7%
O=C(Nc1cc(Cl)cc(Cl)c1)c1coc(=O)c(Br)c1 | 7% | 0% | -3% | 0% | -1% | 2% | 19% | 2% | ?
CCn1c(C)nc2cc(C(=O)NNC(=O)Nc3ccc(Cl)cc3)ccc21 | 9% | 0% | 0% | -16% | -5% | 0% | -21% | 0% | -8%
Cc1cc(C)nc(SCc2nc(N)nc(-c3ccccc3O)n2)n1 | 12% | -18% | 0% | -16% | 6% | -20% | 56%[activator] | 2% | 0%
COc1ccc(OC)c(NC(=O)CN2C(=O)c3ccccc3Sc3ccc(C(=O)N4CCCC4)cc32)c1 | 15% | . | -1% | -4% | 5% | . | -1% | . | .
COc1ccc(OC)c(S(=O)(=O)Nc2ccc3oc4c(c3c2)C(=O)CCC4)c1 | 6% | 2% | 23µM* | -9% | -11% | -10% | 0% | -1% | 5%
Cc1cc([N+](=O)[O-])ccc1NC(=O)CSc1nncn1-c1cccnc1 | -2% | 15% | ? | -14% | 14% | 5% | 20% | 12% | -2%
O=C(COC(=O)c1ccc(F)cc1F)Nc1cccc(S(=O)(=O)N2CCOCC2)c1 | -8% | -9% | 15% | -4% | 1% | 1% | 8% | -1% | -2%
COCCNC(=O)c1cccc(S(=O)(=O)N2CC3(C)CC2CC(C)(C)C3)c1 (stereo not given) | 11% | -2% | ? | 0% | 5% | 3% | ? | 4% | -1%
Clc1nccc(NCc2ccccc2)n1 | ? | 10% | 0% | -4% | 22% | 9% | 3% | 6% | -3%
COc1ccc(CCNC(=O)c2cc3c(=O)n(C)c4ccccc4c3n2C)cc1OC | 0% | 9% | ? | 7% | 2% | 0% | 40%[activator] | 6% | 1%
Cc1cccc(-c2noc(CN(C(=O)c3ccc(C)c(C)c3)C(C)C)n2)c1 | 9% | . | ? | -17% | ? | . | ? | -3% | .
O=C(/C=C/c1cccc([N+](=O)[O-])c1)N1CCN(S(=O)(=O)c2cccs2)CC1 | -13% | -4% | ? | 16% | 12% | -6% | -12% | 5% | -6%
Cc1ccc2nsnc2c1S(=O)(=O)N1CCCC1C(=O)O (stereo not given) | 9%[9.22 µM] | 15% | ? | 19%[7.66 µM] | 0% | 18% | 19%[7.66 µM] | -2% | -2%
COC(=O)/C(=C\C(=O)c1ccccc1)Nc1cccc(C(F)(F)F)c1 | -38%[inhibitor] | 2% | -3% | -20% | 17% | -2% | 2% | -2% | 1%
Cc1cccc(C)c1NC1=NC(=S)N(c2ccccc2)C12CCOC(C)(C)C2 (stereo not given) | 4% | 1% | -19% | -14% | -13% | 1% | ? | -7% | 4%
COc1cc(C(=O)Nc2sc3c(c2C#N)CCN(C(C)=O)C3)cc(OC)c1OC | 17% | -17% | -3% | -27% | ? | -7% | 10% | 1% | 0%
CC(C)c1ccc(C(=O)CSc2ncn[nH]2)cc1 | ? | 2% | 1% | 1% | -3% | ? | 4% | -9% | 2%
CC(OC(=O)c1cccs1)C(=O)Nc1nc(-c2ccccc2)cs1 (stereo not given) | 17% | 20% | 7% | 5% | 0% | -5% | 22% | 9% | 3%
CCOC(=O)N1CCN(Cc2nc(-c3ccc(OC)cc3)no2)CC1 | 5% | 3% | 8.2µM* | -9% | -2% | 2% | -5% | 11% | -5%
CC(=O)Oc1ccc(C(=O)Nc2cccc(-c3nnc(-c4ccco4)o3)c2)cc1 | -5% | -12% | -19% | -4% | 0% | -11% | -10% | 4% | -25%
Cc1ccc(S(=O)(=O)NC(=O)C2CCCCC2)cc1 | ? | 7% | 9% | 8% | -10% | -5% | -11% | -6% | -21%
COc1cccc(OCC(=O)NNC(=O)CCc2ccccc2)c1 | -6% | 10% | 19% | -8% | 3% | 7% | 0% | 3% | 1%
COc1ccc(/C=C/C(=O)OCC(=O)Nc2cccc(Oc3ccccc3)c2)c(OC)c1 | 13% | 10% | ? | -13% | 4% | 1% | ? | 5% | 0%
COc1ccc(S(=O)(=O)N2CCN(c3ncnc4c(-c5ccccc5)nsc34)CC2)cc1 | 10% | 7% | -6% | -2% | -3% | 19% | 17% | 7% | -14%
CCOc1ccccc1OCCCC(=O)N(CC)CC(=O)Nc1c(F)cccc1F | 9% | -2% | -1% | 5% | 2% | 21% | -9% | 13% | -1%
COc1ccc(NC(=O)COC(=O)c2ccc3ccccc3n2)cc1 | -6% | 13% | . | 10% | . | 0% | 18% | -5% | -10%
CC(C)Oc1ccc(S(=O)(=O)N2CCOCC2)cc1NC(=O)CCCSc1ccccc1 | 7% | -8% | -27% | 3% | -5% | -2% | -31% | 3% | 11%
Cc1cccn2c(=O)c3cc(S(=O)(=O)c4ccc(Br)cc4)c(=N)n(C4CCCCC4)c3nc12 | -11% | -4% | 2% | 0% | 4% | -2% | 27% | 1% | ?
CCCn1c(=O)[nH]c(=O)c2c1nc(-c1ccccc1)n2CCN1CCOCC1 | -3% | 7% | 18% | 0% | 17% | 7% | 28% | 1% | -3%
Cc1oc(-c2ccccc2Cl)[n+]([O-])c1C | 2% | 2% | 14% | 4% | -18% | -2% | 9% | 3% | ?
CC(=O)c1c(C)oc2ccc(N(C(=O)c3ccncc3)S(=O)(=O)c3ccccc3)cc12 | 19% | -4% | ? | ? | -10% | -13% | -23% | 2% | -1%
S=C1NCN(Cc2ccco2)CN1CCc1ccccc1 | ? | 12% | -2% | ? | -6% | 9% | ? | -4% | -16%
CCC(C)c1ccc(C2C3=C(Nc4nc(N)[nH]c(=O)c42)c2ccccc2C3=O)cc1 (stereo not given) | 16% | -6% | 7% | -23% | -58% | -9% | ? | 4% | ?
O=C(Nc1nnc(/C=C/c2ccccc2)s1)c1ccco1 | 10% | 1% | -1% | 18% | 1% | -10% | -18% | -2% | ?
CSCC[C@@H](CO)NC(=O)c1ccc2nc(C3CCCCC3)oc2c1 | 6% | 1% | 0% | 3% | 12% | 8% | 9% | 6% | -1%
O=C(O)c1ccccc1NCc1ccncc1 | -16% | 8% | 4% | 26% | -2% | 12% | 0% | -7% | -13%
C[C@H](NC(=O)c1ccc2c(c1)OCO2)c1nnc2ccccn12 | 8% | 11% | 0% | 8% | 4% | 9% | 18% | -3% | 19%
CCOC(=O)N1CCN(C(=O)c2ccc3c(c2)N(Cc2ccccc2F)C(=O)c2ccccc2S3=O)CC1 (stereo not given) | 15% | . | -18% | 3% | 3% | . | 16% | 1% | .
O=C(CC1SCCNC1=O)Nc1cccc([N+](=O)[O-])c1 (stereo not given) | -8% | -4% | -15% | 15% | 2% | -2% | 10% | -1% | -4%
O=C(COC(=O)c1ccc(O)cc1)Nc1ccc2c(c1)OCO2 | 12% | 1% | ? | 7% | -9% | 7% | -1% | -1% | -5%

3 compounds already listed, sorted by the value under GLP1R inv ag, high to low:
structure,GLP1R inv ag,GLP1R ag,SW480 rerep
CCCn1c(=O)[nH]c(=O)c2c1nc(-c1ccccc1)n2CCN1CCOCC1,28%,1%,-3%
O=C(COC(=O)c1ccc(O)cc1)Nc1ccc2c(c1)OCO2,-1%,-1%,-5%
O=C(Nc1nnc(/C=C/c2ccccc2)s1)c1ccco1,-18%,-2%,?

New compounds follow.
SMILES | TDP43 rescue | HT1080-NT tox | KB-V1 cytotox | HEK293 tox | KB-3-1 cytotox | HT1080 IDH1KD tx | GLP1R inv ag | GLP1R ag | SW480 rerep
Cc1c(NS(=O)(=O)c2ccc(N3CCCCC3)c([N+](=O)[O-])c2)c(=O)n(-c2ccccc2)n1C | 14% | 16% | ? | -23% | -3% | 21% | -10% | -8% | 0%
CC(=O)Nc1cc(-c2cccc(C(=O)NCCO)c2)cn2c(-c3cccc(C(F)(F)F)c3)cnc12 | 14% | 23µM* | -2% | 1% | 0% | ? | -4% | 10% | .
O=C(NCCN1CCOCC1)C(=O)NCC1OCCN1C(=O)c1ccc(Cl)cc1 (stereo not given) | -8% | -6% | -2% | -12% | 1% | 1% | -7% | -1% | 0%
COc1cccc(N2C(=O)CSC23C(=O)N(CC(=O)Nc2cccc(Cl)c2)c2ccccc23)c1 (stereo not given) | 12% | . | ? | -2% | 1% | . | -4% | -3% | .
